Screening data as filed in PubChem BioAssay.
HGIII-sPLA2 inh = Blocks human group III sPLA2 activity; 370,000 tested, 0.56% active; AID 743126; Q9NZ20; QFRET BODIPY PC-A2 liposome hydrolysis, fluorescence; inhibition, % at 12.2 µM;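 active = inhibition above mean plus 3 SD of compounds lying within the high and low control bounds, cut at about 19% in these data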;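 note: 0% = median of test compound wells and 100% = no enzyme DMSO wells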
KLK7 zymogen act = activators of human kallikrein-7 zymogen. P49862. purified proKLK7, EDANS-DABCYL substrate fluorescence; 100% is mature enzyme control, 0% vehicle. activation, % at 7 µM. 370,000 tested, 0.9% active;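 active = activation above the mean of all tested compounds plus 3 SD, computed per campaign excluding outliers beyond control limits, cut at about 13% in these data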
Target sequence (P49862 whole entry, looked up): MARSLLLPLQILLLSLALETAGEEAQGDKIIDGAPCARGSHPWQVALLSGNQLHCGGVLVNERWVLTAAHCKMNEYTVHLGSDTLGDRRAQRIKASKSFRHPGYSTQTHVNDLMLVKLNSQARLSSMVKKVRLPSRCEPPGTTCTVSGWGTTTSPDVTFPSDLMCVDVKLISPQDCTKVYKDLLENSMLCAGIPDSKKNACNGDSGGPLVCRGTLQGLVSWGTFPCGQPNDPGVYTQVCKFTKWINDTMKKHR
DAX1 inh-1 = NR0B1 (DAX1) inhibition. AID 504766. P51843. inhibition, % at 6.75 µM. HEK293 Gal4-DAX1 luciferase reporter, luminescence. 340,000 tested, 0.99% active;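 active = inhibition above the mean over all tested compounds plus 3 SD, cut at about 4.2% in these data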;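 note: 0% = DAX1-transfected cells with DMSO and 100% = empty-vector control cells with DMSO; inhibition shows as a rise in luminescence from relieved DAX1 repression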
Target sequence (P51843 207-470 limits assumed): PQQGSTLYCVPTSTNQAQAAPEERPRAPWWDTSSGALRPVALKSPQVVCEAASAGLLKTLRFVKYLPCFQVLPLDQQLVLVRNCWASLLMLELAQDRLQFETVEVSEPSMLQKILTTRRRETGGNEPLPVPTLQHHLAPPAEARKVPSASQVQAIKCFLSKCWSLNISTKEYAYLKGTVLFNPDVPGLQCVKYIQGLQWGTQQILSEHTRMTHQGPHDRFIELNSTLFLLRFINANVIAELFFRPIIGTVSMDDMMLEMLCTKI
hcDAF-12 act = activates DAF-12 receptor from parasite H. contortus; 370,000 tested, 1.4% active; activation, % at 6.8 µM; HEK293 hcDAF-12 lit1-tk-luc reporter, luminescence; 0% DMSO, 100% Δ7-dafachronic acid;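 active = activation above the mean of all tested compounds plus 3 SD, cut at about 5.5% in these data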;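 note: 100% = response to 3 µM Δ7-dafachronic acid high control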
SMARCA2 activ = activators of SMARCA2 function. MG213 cells, MMTV-luciferase reporter, dexamethasone, overnight. 370,000 tested, 1% active. activation, % at 9.1 µM; in the data active = activation above about 7.8%;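 note: 0% = vehicle wells and 100% = reference activator wells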
hgDAF12 agonist = activates the H. glycines DAF-12 receptor ligand-binding domain; 370,000 tested, 1.8% active; HEK293 GAL4-hgDAF12 UAS-luciferase reporter, agonist luminescence; normalized to butyrate control; AID 687014; activation, % at 6.8 µM;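 active = activation above a cutoff set at the mean of all screened compounds plus 3 SD, cut at about 10% in these data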;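 note: 0% = DMSO wells and 100% = sodium butyrate wells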
ssDAF-12 act = activates DAF-12 receptor from parasite S. stercoralis. HEK293 ssDAF-12/GRIP1 lit1-tk-luc reporter, luminescence; % of 3 µM dafachronic acid response. activation, % at 6.8 µM. 370,000 tested, 1% active. AID 652126;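 active = activation above the mean over all tested compounds plus 3 SD, cut at about 0.9% in these data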;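 note: 0% = DMSO-only wells and 100% = 3 µM delta7-dafachronic acid wells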
GC-B act = GC-B (human) receptor activation; activation, % at 10 µM; HEK293-GC-B cells, CNP EC30, cGMP TR-FRET; 0% at EC30 CNP, 100% saturating CNP; 370,000 tested, 0.11% active; AID 1920062;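 active = activation at 10 µM reaching about 35% in either raw or pattern-adjusted values, limit read from the data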
GC-A act = GC-A (human) enzyme activation | P16066 | HEK293 GC-A cells, cGMP TR-FRET, EC30 ANP; 0% at EC30 ANP, 100% saturating ANP | activation, % at 10 µM | 370,000 tested, 0.14% active | AID 1671463; in the data active = activation above about 40%
DAX1 inh-2 = DAX1 (NR0B1) inhibition, primary screen; HEK293T StAR-luciferase reporter, SF-1/DAX-1 repression relief; inhibition, % at 6.8 µM; 370,000 tested, 1.1% active; AID 652010;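 active = inhibition above the mean over all tested compounds plus 3 SD, cut at about 3.6% in these data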;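 note: 0% = DAX-1 cells with DMSO and 100% = cells lacking DAX-1 with DMSO; higher inhibition means more luminescence from relief of DAX-1 repression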
GAA850 FXN act = activators of GAA850 frataxin (FXN) promoter; HEK293 lucGAA850 FXN promoter luciferase reporter, 24 h; percent of 10 µM SAHA response; activation, % at 6 µM; 360,000 tested, 0.56% active;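 active = activation above the average of all compounds screened plus 3 SD, cutoff fixed separately per campaign, cut at about 7.5% in these data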;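 note: 0% = DMSO wells and 100% = 10 µM SAHA wells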
An asterisk follows results filed as active; x = not tested or not shown. These rows are one share of the data; rates above refer to the full screens.

structure | HGIII-sPLA2 inh | KLK7 zymogen act | DAX1 inh-1 | hcDAF-12 act | SMARCA2 activ | hgDAF12 agonist | ssDAF-12 act | GC-B act | GC-A act | DAX1 inh-2 | GAA850 FXN act
O=C1C2CCCN2C(c2cccnc2)N1c1ccc(Cl)cc1 (configuration not stated) | 1 | -0.5 | 0.7 | 2.1 | 5 | -2.3 | -0.2 | -4 | -5 | 0.7 | -1.8
CCCCCCC(=O)N/N=C/c1c(O)n(CCc2ccccc2)c(=O)[nH]c1=O | -1 | -0.1 | 1.1 | -1.1 | 8.7* | 3.6 | -1.6 | -3 | -4 | 0.1 | -1.6
O=P(/C=C1\OCc2ccccc21)(Oc1ccccc1)Oc1ccccc1 | 9 | 0.3 | x | -2.4 | -4 | -2.7 | -1.0 | -8 | -11 | -0.3 | x
O=C1NCN(c2ccccc2)C12CCN(C(c1ccccc1OC(F)(F)F)c1nnnn1-c1ccc3c(c1)OCCO3)CC2 (configuration not stated) | -15 | -0.3 | x | -2.4 | -6 | -0.7 | -1.6 | -3 | -6 | -2.5 | x
COC(=O)C1=C(c2ccc(OC(F)(F)F)cc2)C[C@@H]2CC[C@H]1N2C(=O)NC1CCCCC1 | 8 | -0.1 | -0.8 | -1.2 | -1 | -2.3 | -1.7 | 10 | 3 | -0.9 | -2.0
CCOc1cc(C=C2C(=O)NC(=O)NC2=O)ccc1OCC(=O)N1CCOCC1 | 2 | 0.1 | 1.5 | -2.7 | -1 | -1.4 | -0.5 | 2 | -1 | 0.2 | -0.8
O=[N+]([O-])c1ccc(-[n+]2c(-c3ccccc3)cc(-c3ccccc3)cc2-c2ccccc2)cc1 | -2 | 2.6 | 0.7 | 0.8 | -3 | 2.9 | -1.4 | 1 | 2 | 0.3 | 1.0
O=C(O)[C@@H]1C[C@H]1[C@@H](NP(=O)(c1ccccc1)c1ccccc1)c1ccccc1 | 5 | -0.2 | 0.6 | -0.7 | 0 | -0.6 | -1.0 | -2 | 3 | 0.6 | -0.6
CN(CCCCC(=O)/C=N/O)Cc1ccccc1 (tested in a mixture with another compound) | -8 | -0.8 | 1.9 | -1.4 | 3 | -0.3 | -1.0 | 2 | 0 | 0.5 | -1.7
CCN(CC)CCN=Cc1c(O)n(C2CCCCCC2)c(=O)[nH]c1=O | 5 | 0.4 | -0.2 | -1.5 | -1 | 1.9 | -1.6 | 7 | 0 | 0.9 | -0.4
COc1ccc2[nH]c3c(c2c1)CCN[C@H]3C | 9 | 1.5 | -2.7 | -5.6 | -3 | -5.6 | -1.4 | -2 | -3 | -1.4 | -5.2
CCCCC1(CCCC)C(=O)NC(=Nc2cccc(C)c2)NC1=O | 0 | 0.1 | 0.9 | -0.7 | -3 | 0.5 | -0.5 | -2 | -1 | -0.3 | -3.1
CC(=NCCN(C)C)c1c(O)n(Cc2ccccc2)c(=O)[nH]c1=O | -4 | 0.3 | 0.0 | -0.4 | 0 | -1.1 | -0.4 | 3 | 3 | -0.3 | 2.9
Cc1cc(C)cc(N2C(=O)NC(=O)/C(=C\c3cccn3-c3ccccc3)C2=O)c1 | -8 | 0.5 | -1.6 | 1.3 | -2 | -4.8 | -1.6 | 9 | 10 | -0.8 | 6.5
COc1ccc(-c2nn(CCC#N)cc2C(=O)NCc2ccccc2)cc1[N+](=O)[O-] | 11 | -0.5 | 2.7 | -0.6 | -2 | -3.2 | -1.4 | 0 | -1 | -0.1 | 2.6
O=C1NCN(c2ccccc2)C12CCNCC2 | 6 | 0.1 | 0.3 | -1.5 | 0 | 0.6 | -1.7 | -2 | 0 | -0.6 | -1.1
CC(=NCCN1CCCCC1)c1c(O)n(Cc2ccccc2)c(=O)[nH]c1=O | 0 | 0.5 | 0.2 | -0.5 | 1 | 0.5 | -0.5 | 5 | 4 | -1.4 | -0.6
O=c1[nH]c(O)c(N=Nc2ccc([N+](=O)[O-])cc2)c(=O)[nH]1 | -3 | -0.5 | 0.7 | -1.1 | -4 | -1.2 | -0.8 | -5 | -2 | -1.6 | -1.6
CC(C)OP(=O)(OC(C)C)C(O)c1cccnc1 (configuration not stated) | 12 | -0.3 | -0.2 | -0.9 | -4 | -2.2 | -1.1 | 1 | 4 | 0.1 | -0.1
Cc1nn(Cc2ccccc2)c(Cl)c1C(=O)OCC(=O)NCC1CCCO1 (configuration not stated) | -5 | 0.4 | -1.4 | -2.0 | -3 | 1.4 | -1.9 | -1 | 2 | -1.2 | -0.3
Cc1cc(/C=C2\C(=O)NC(=O)N(c3ccc(Br)cc3)C2=O)c(C)n1C | -8 | 0.7 | -0.3 | 7.1* | 1 | -0.8 | -0.7 | -1 | 2 | -0.5 | 2.5
COC1CCC(OC2CC(C3(C)CCC4(CC(O)C(C)C(C(C)/C=C(\C)C(=O)C(C)CC(C)C(=O)O)O4)O3)OC3(OC(C4OC(O)(CO)C(C)CC4C)CC3C)C2C)OC1C (configuration not stated) | -10 | 0.1 | -0.4 | -0.8 | -6 | -3.2 | -1.2 | -5 | 5 | 9.6* | -5.6
CCC1C2CC3C4N(C)c5ccccc5C45CC(C2C5O)N3C1O (configuration not stated) | 11 | -0.3 | x | -1.4 | -3 | -1.8 | -1.4 | -8 | -1 | -1.0 | -1.4
C/C(=N\NC(N)=O)c1c(O)n(C)c(=O)n(C)c1=O | 5 | -0.3 | 0.8 | -0.5 | -1 | -1.4 | -0.4 | -4 | 1 | 0.1 | 1.3
CCCCc1nc2ccccc2c(=O)n1-c1ccccc1O | -8 | 0.7 | -0.1 | -0.4 | 1 | -1.4 | -1.0 | -6 | -5 | -0.4 | 3.0
Cc1ccc(NC(=O)CN2C(=O)CN=C(c3ccccc3)c3cc(Cl)ccc32)cc1 | -36 | 0.0 | -0.1 | -1.3 | -3 | -1.1 | -1.6 | 1 | -9 | -1.0 | -0.2
C/C=C(\C)C(=O)N[C@@H](c1ccccc1)[C@@H](O)C(=O)O[C@H]1C[C@@]2(O)[C@@H](OC(=O)c3ccccc3)C3[C@](C)(C(=O)[C@H](OC(C)=O)C(=C1C)C2(C)C)[C@H](O)C[C@H]1OC[C@@]31OC(C)=O (some centres not stated) | -18 | -0.4 | -4.9 | 0.3 | 0 | -3.2 | -1.0 | 5 | 0 | -3.6 | -8.6
C[C@]12CC[C@@H](O)C[C@@H]1CC[C@@H]1[C@@H]2CC[C@]2(C)[C@@H](O)CC[C@@H]12 | -7 | 0.2 | 0.1 | -1.6 | -1 | 2.7 | -1.7 | 7 | -3 | 0.4 | 2.0
COc1ccc2[nH]c3c(c2c1)CCNC3 | 7 | 0.3 | -0.1 | -1.8 | 0 | -2.9 | -1.2 | 2 | -1 | -0.5 | -0.9
O=C(O)C1C(C(=O)O)C2(Cl)C(Cl)=C(Cl)C1(Cl)C2(Cl)Cl (configuration not stated) | 7 | 0.1 | 0.7 | -2.1 | -3 | 2.5 | -1.0 | -3 | 2 | 0.8 | -2.2

Filtered by structure: the compounds so far with a CF3 group (two)
structure | HGIII-sPLA2 inh | KLK7 zymogen act | DAX1 inh-1 | hcDAF-12 act | SMARCA2 activ | hgDAF12 agonist | ssDAF-12 act | GC-B act | GC-A act | DAX1 inh-2 | GAA850 FXN act
O=C1NCN(c2ccccc2)C12CCN(C(c1ccccc1OC(F)(F)F)c1nnnn1-c1ccc3c(c1)OCCO3)CC2 (configuration not stated) | -15 | -0.3 | x | -2.4 | -6 | -0.7 | -1.6 | -3 | -6 | -2.5 | x
COC(=O)C1=C(c2ccc(OC(F)(F)F)cc2)C[C@@H]2CC[C@H]1N2C(=O)NC1CCCCC1 | 8 | -0.1 | -0.8 | -1.2 | -1 | -2.3 | -1.7 | 10 | 3 | -0.9 | -2.0

(further entries)
The line under a structure holds: HGIII-sPLA2 inh	KLK7 zymogen act	DAX1 inh-1	hcDAF-12 act	SMARCA2 activ	hgDAF12 agonist	ssDAF-12 act	GC-B act	GC-A act	DAX1 inh-2	GAA850 FXN act
COC(=O)C1=C(c2cccc(C#N)c2)C[C@@H]2CC[C@H]1N2C(=O)N1CCC(C)CC1
 : -3	0.5	0.4	0.6	-1	0.0	-1.5	1	-1	-0.5	-0.1
CCCCn1c(O)c(/C=N/NC(=O)c2ccncc2)c(=O)[nH]c1=O
 : -10	-3.0	1.5	-0.8	0	1.6	-1.4	2	3	0.0	0.5
COc1ccc(C(=O)C2CCCN(Cc3ccsc3)C2)cc1OC (configuration not stated)
 : 0	0.5	1.3	3.8	1	4.9	-0.7	4	-5	2.4	0.9
C=Cn1ccnc1P(=S)(c1cc(N(CC)CC)ns1)c1nccn1C=C
 : 0	0.1	0.8	-1.4	0	-1.5	-1.9	2	-5	0.1	-0.3
COC(=O)C1=C(c2cccc(OC)c2OC)C[C@@H]2CC[C@H]1N2C(=O)NCc1ccco1
 : 4	-0.4	0.1	-1.3	1	0.0	-1.0	1	0	-0.3	0.1
CC1CCC(C(=O)NC(C(=O)N2CCC3(CC2)OCCO3)C(C)C)CC1 (configuration not stated)
 : 0	0.0	-1.7	2.3	0	-0.4	-1.1	2	-1	0.3	-1.1
CC1=NN(c2ccccc2)C(=O)/C1=C/c1c(O)[nH]c(=O)[nH]c1=O
 : 0	0.3	-0.3	0.6	-2	1.1	-0.1	-1	1	-0.5	1.0
CC(C)(C)n1cc(C(=O)c2ccc3ccccc3c2O)cn1
 : 5	-0.7	1.5	4.9	-1	8.0	-0.7	-3	6	2.8	-1.8
O=[N+]([O-])c1ccc(NCc2ccc(Cl)cc2)c2ccncc12
 : 2	-1.3	-0.3	-0.1	-1	-1.7	0.1	6	5	-0.5	-1.3
CCC(C)n1c(O)c(C=Nc2cccc(C(F)(F)F)c2)c(=O)[nH]c1=S (configuration not stated)
 : 4	-0.1	-0.4	2.7	-3	-0.1	-1.1	3	-6	-0.6	0.9
COc1ccc(-n2c(O)c(C=NCCN3CCN(C(C)=O)CC3)c(=O)[nH]c2=S)cc1
 : 0	0.8	1.6	-1.7	-1	2.1	-0.3	5	-1	-0.4	2.3
Fc1ccc(CNCCc2ccccc2)cc1
 : 9	-0.3	1.9	-1.1	-4	-1.2	-1.4	-14	-39	0.0	1.0
